Screening data deposited in PubChem by several laboratories.
UBC9 SUMO inh = blocks human SUMOylation mediated by UBC9. inhibition, % at 35 µM. HTRF SUMOylation assay, SAE1/SAE2 + UBC9, in vitro. 0.36% of 290,000 active. P63279; in the data active = inhibition above about 50%, passing the limit was not always enough; also: strong numbers were not always called active
Target sequence (P63279 whole entry, looked up): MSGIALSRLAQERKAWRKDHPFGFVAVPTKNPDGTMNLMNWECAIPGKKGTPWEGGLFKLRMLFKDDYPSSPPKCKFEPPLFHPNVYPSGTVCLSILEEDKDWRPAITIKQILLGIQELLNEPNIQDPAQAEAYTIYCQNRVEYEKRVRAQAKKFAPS
HCV NS3 hel inh = inhibitors of Hepatitis C virus NS3 helicase; NS3 helicase DNA unwinding, Cy5 molecular beacon fluorescence; inhibition, % at 10.9 µM; 0.56% of 290,000 active; AID 1800;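 active = inhibition above the mean of all tested compounds plus 3 SD, set per campaign, cut at about 35% in these data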;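 also: 0% = DMSO wells and 100% = thioflavine S control wells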
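System: Hepatitis C virus NS3 helicase domain fragment enzyme | Reagent: Annealed dual-labelled DNA beacon duplex, ATP-started | Compound dosing: 10.9 µM single point, 0.8% DMSO | Incubation: 1 h reaction at 25 °C, ATP-initiated | Technique: Cy5 fluorescence | Evaluation: Percent inhibition from t60/t0 fluorescence ratio | Benchmarks: Low DMSO, high thioflavine S at 110 µM | Replication: Singlicate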
VIM-2 inh = blocks Pseudomonas aeruginosa VIM-2 metallo-beta-lactamase; inhibition, % at 5.6 µM; purified VIM-2, nitrocefin hydrolysis, epi-absorbance fluorescence; AID 1527; 0.89% of 290,000 active;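 active = inhibition above the mean of all tested compounds plus 3 SD, cutoff set per screening run, cut at about 7.5% in these data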;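 also: red hydrolysis product quenches plate fluorescence so inhibitors raise well fluorescence; 0% = enzyme with DMSO and 100% = DMSO without enzyme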
MEKK3 PB1 HTS = raises or lowers MEK5 binding to the human MEKK3 PB1 domain. Q99759. bead-based flow cytometry, Alexa488-MEK5 binding to MEKK3; actives lie on both sides; 0 = blocked by unlabeled MEK5, 100 = vehicle. binding response (% of control), % at 10 µM. 1.4% of 290,000 active;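 active = binding response more than 3 SD above or below the average of its plate-row segment, actives on both sides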;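 also: Alexa488 bead fluorescence after subtracting the streptavidin-only scavenger bead signal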
Target sequence (Q99759 whole entry, looked up, the tested form may be a part): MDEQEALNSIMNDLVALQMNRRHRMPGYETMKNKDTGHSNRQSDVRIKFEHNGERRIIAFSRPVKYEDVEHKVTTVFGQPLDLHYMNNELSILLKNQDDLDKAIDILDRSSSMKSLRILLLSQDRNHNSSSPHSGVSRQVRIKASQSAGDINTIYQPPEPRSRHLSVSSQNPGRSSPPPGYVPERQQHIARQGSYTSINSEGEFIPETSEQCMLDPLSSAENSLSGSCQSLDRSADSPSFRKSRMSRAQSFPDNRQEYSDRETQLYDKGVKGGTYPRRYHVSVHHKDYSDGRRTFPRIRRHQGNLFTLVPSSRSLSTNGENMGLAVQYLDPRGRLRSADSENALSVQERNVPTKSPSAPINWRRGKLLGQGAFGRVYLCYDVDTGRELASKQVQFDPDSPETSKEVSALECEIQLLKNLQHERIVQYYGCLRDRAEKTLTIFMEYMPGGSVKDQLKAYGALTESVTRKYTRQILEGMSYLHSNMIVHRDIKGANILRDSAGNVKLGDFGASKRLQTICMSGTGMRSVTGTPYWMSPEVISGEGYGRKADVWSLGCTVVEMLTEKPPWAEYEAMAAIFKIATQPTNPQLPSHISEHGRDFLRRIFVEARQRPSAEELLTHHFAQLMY
IMP-1 inhibitor = inhibitors of Pseudomonas aeruginosa IMP-1 metallo-beta-lactamase | purified IMP-1, nitrocefin hydrolysis, epi-absorbance fluorescence | inhibition, % at 5.6 µM | 0.45% of 290,000 active;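 active = inhibition above the mean plus 3 SD of all compounds in the same screening run, cut at about 4.5% in these data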;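 also: 0% = IMP-1 with DMSO and 100% = DMSO wells lacking enzyme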
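System: purified recombinant IMP-1 beta-lactamase. Medium: Zinc- and detergent-supplemented HEPES buffer, pH 7.1. Compound: one 5.6 µM dose […]. Schedule: 15 min preincubation plus 25 min reaction at 25 °C. Technique: Epi-absorbance fluorescence, 480 nm excitation, 530 nm emission.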
IDE act = IDE (human) activation, cell-based. P14735. HEK cells, FAbeta-B cleavage, fluorescence polarization; 0% vehicle, 100% cell-free pure enzyme wells. activation, % at 5.96 µM. 0.073% of 340,000 active;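 active = activation above the mean of all tested compounds plus 3 SD, set per screening campaign, cut at about 17% in these data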
PHOSPHO1 inh = PHOSPHO1 (human) inhibition | Q8TCT1 | inhibition, % at 13.3 µM | recombinant PHOSPHO1, absorbance phosphatase assay | 1.1% of 290,000 active; in the data active = inhibition above about 60%
Target sequence (Q8TCT1 whole entry, looked up): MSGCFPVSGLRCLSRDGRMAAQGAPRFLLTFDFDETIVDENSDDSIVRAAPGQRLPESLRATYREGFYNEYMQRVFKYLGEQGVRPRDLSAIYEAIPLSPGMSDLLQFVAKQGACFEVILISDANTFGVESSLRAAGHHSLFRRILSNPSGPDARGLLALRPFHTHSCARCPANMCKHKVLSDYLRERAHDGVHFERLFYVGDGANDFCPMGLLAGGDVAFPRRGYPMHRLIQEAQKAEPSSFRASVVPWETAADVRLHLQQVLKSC
p-CIP stab down = lowers stability of the mouse p/CIP coactivator protein; Q05BA5; F442A p/CIP-EGFP cells, EGFP fluorescence, 16 h; decrease of EGFP signal, % at 10 µM; 0.01% of 290,000 active; AID 1984;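 active = EGFP signal decrease of at least 30% at 10 µM or well 3 SD below plate mean, unless failing retest; inactive = the rest, including hits failing retest or dose response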; also: some compounds called inactive have numbers as strong as hits; many of its hits are not listed in these tables
DNA FID counter = counter-screen for HCV NS3 helicase inhibitors: DNA intercalator displacement. DNA fluorescent intercalator displacement, fluorescence. inhibition, % at 7.9 µM. 0.17% of 290,000 active. AID 1845; in the data active = inhibition above about 37%;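 also: 0% = vehicle and 100% = reference compound; higher means more ethidium bromide displaced from hairpin DNA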
The depositor's hits bear a star; . = no result given.

SMILES	UBC9 SUMO inh	HCV NS3 hel inh	VIM-2 inh	MEKK3 PB1 HTS	IMP-1 inhibitor	IDE act	PHOSPHO1 inh	p-CIP stab down	DNA FID counter
CC(C)CC(=O)Nc1cccc(C(=O)Nc2ccccc2C(=O)O)c1	12.7	0.3	-2.8	96.0	0.1	-3.6	13.9	5.6	-26.0
COc1ccc2[nH]c(=O)c(CN(CC3CCCO3)C(=S)Nc3ccccc3)cc2c1 (stereo not given)	9.1	-0.1	1.1	103.0	-0.7	1.9	10.2	-11.0	-2.1
CCOC(=O)c1sc(N2N=C(C)C(N=Nc3cccc(C)c3)C2=O)nc1C (stereo not given)	1.3	12.3	-1.6	97.0	-2.9	5.5	17.7	3.5	-5.8
CCCCn1c(N)c(Sc2ccc(Cl)cc2)c(=O)[nH]c1=O	-4.4	1.9	-1.6	99.0	-1.4	5.9	6.4	6.8	2.2
CC1(C)SC(=S)N(c2ccccc2)C1/[N+]([O-])=C/c1cccc([N+](=O)[O-])c1 (stereo not given)	12.1	-3.3	-2.7	101.0	-1.3	.	33.4	1.2	-3.1
CCOC(=O)C1=C(C)NC(=S)N(C(C)=O)C1c1ccccc1 (stereo not given)	3.1	-1.2	-1.3	97.0	-2.1	2.8	-1.1	-0.9	-10.2
C=CCNC(=O)CSc1nc2sc3c(c2c(=O)n1CCC)CCC3	4.6	-10.5	2.4	102.0	-1.4	-2.5	23.7	-2.7	-24.6
CC(C)C1Cc2c(sc3[nH]c(=S)n(Cc4ccccc4)c(=O)c23)CO1 (stereo not given)	4.9	-8.2	-4.9	.	-1.7	-4.7	23.3	4.5	-6.1
Cc1ccc(OCC(=O)Nc2ccc(F)cc2)c([N+](=O)[O-])n1	7.7	-3.5	2.4	114.0	0.3	4.9	43.8	-12.9	6.8
CN(c1ccccc1C(=O)Nc1ccc2c(c1)OCCO2)S(C)(=O)=O	-4.1	-8.7	0.4	100.0	-1.7	6.1	25.4	-19.2	-0.6
CCCn1cc2c(c1-c1cccc(C)c1)c(=O)n(C)c(=O)n2C	7.0	2.5	-2.4	97.0	-2.4	1.4	5.8	-13.1	-6.0
Cc1ccc(S(=O)(=O)N2CCOCC2)cc1C(=O)NCc1cccnc1	-7.1	-0.1	-0.2	91.0	-1.0	5.2	18.0	-12.3	0.4
COc1ccc(C(=O)C2CCCN(C(=O)CCNC(C)=O)C2)cc1OC (stereo not given)	11.1	1.8	1.8	94.0	1.6	4.2	23.5	-2.2	-4.7
CN(C)C=Nc1nonc1-c1ccccc1	-0.4	0.9	-3.7	102.0	-2.3	2.7	-23.1	2.0	-1.8
CCOC(=O)Cn1c(O)c(N=NC(=O)OC)c2ccccc21	13.0	4.8	-1.9	107.0	-1.9	2.8	19.7	4.5	-3.8
CN1CCN(CCC(=O)N/N=C/C=C2\N(C)c3ccccc3C2(C)C)CC1	29.8	2.4	-2.5	109.0	-3.4	2.1	19.2	-28.8	12.5
Cc1ccc(OCC(=O)Nc2ccc(C)c(S(=O)(=O)N3CCCCC3)c2)c([N+](=O)[O-])n1	-15.0	-8.2	0.0	103.0	-1.1	-1.3	-17.6	-23.1	-3.6
CCOc1cccc(C(=O)NC2CCCCC2)c1	19.6	1.7	-1.8	84.0	-2.2	5.0	-2.2	-1.5	-0.5
O=C(Oc1ccccc1)c1ccc2c(c1)C(=O)N(Cc1ccncc1)C2=O	8.7	-6.1	-1.6	105.0	-3.0	5.8	-5.9	-16.1	-14.9
CCCCN(CC)CCNC(=O)c1cc2cc3ccc(Cl)cc3nc2o1	4.7	-13.1	1.2	101.0	-2.2	-0.6	24.2	-0.7	4.3
CC(C)NC(=O)c1cnn2c1NC(c1cccs1)CC2C(F)(F)F (stereo not given)	11.3	4.0	-1.1	98.0	-5.7	4.0	-5.8	-19.2	-14.8
CCOC(=O)c1cc(NC(=O)CN2CCCC2)cc(C(=O)OCC)c1	-0.2	0.8	2.2	104.0	-3.0	4.9	39.2	-8.8	6.2
NCCC(=O)N1c2ccccc2Sc2ccccc21	1.8	-9.6	-0.7	108.0	-1.3	-1.5	49.6	-2.7	1.1
CCCCC1=CC2=CC(=O)C(C)(OC(=O)CC)C(=O)C2=CN1CCc1ccc(Br)cc1 (stereo not given)	14.4	.	.	94.0	.	2.7	8.9	-5.8	.
Cc1ccsc1S(=O)(=O)N1CCC(CO)(CC2CCCCO2)CC1 (stereo not given)	4.7	-0.1	-5.0	94.0	-3.1	3.9	34.5	8.0	-18.9
COc1cccc(OC)c1NC(=O)C1CCCN1C(=O)Nc1ccccc1F (stereo not given)	11.7	8.2	-5.1	94.0	-3.6	-1.3	22.5	-11.3	-10.2
COc1ccc(NC(=O)CSc2nnc(CN3CCOCC3)n2C)cc1Cl	10.6	3.8	-4.2	100.0	-5.0	-40.1	25.0	-14.8	-11.4
Cc1ccc(CNC(=O)c2ccccc2NS(=O)(=O)c2ccc(Cl)nc2)cc1	7.5	14.2	-1.0	104.0	-2.3	4.2	33.5	4.5	-28.2
COc1ccc(C)cc1Nc1n[n+](-c2ccccc2)c(-c2ccc(SC)cc2)s1	3.6	-30.3	-4.9	105.0	-4.8	6.1	-18.6	-15.0	14.4
CC1Cc2cc(S(=O)(=O)CCC(=O)N3CCN(c4ccccc4)CC3)ccc2N1C(=O)C1CC1 (stereo not given)	14.9	-6.6	-0.6	101.0	-4.4	1.8	3.9	-4.0	-50.4
CCc1c(C#N)c(SCCC(=O)Nc2ccc(OC)cc2)nc2c1C(=O)CC(C)(C)C2	-16.9	0.4	-1.5	100.0	0.0	-0.3	-3.6	4.0	0.1
O=C(COc1ccc(Br)cc1)Nc1ccc(Cc2ccncc2)cc1	-1.4	-9.6	-1.1	102.0	-1.4	-1.9	-12.2	9.7	-13.9
CC(C)c1c(C(=O)N/N=C/c2cccc(OCc3ccc(F)cc3)c2)nnn1-c1nonc1N	-50.2	-11.8	-6.6	105.0	-1.6	4.8	38.2	-1.3	-6.9
CCn1ncc(Br)c1C(=O)N(C)C12CC3CC(CC(C3)C1)C2	-17.1	-6.7	-4.7	.	-2.2	4.1	-0.4	-5.5	-25.0
CCOC(=O)c1ccc(NC(=O)Cn2c(C)nc3c(sc(=S)n3CC)c2=O)cc1	2.2	-2.8	-1.1	100.0	-1.1	-1.7	11.9	0.8	2.5
COC(=O)/C(=C1/Oc2cc(C)oc(=O)c2S1)C(F)(F)F	22.7	5.0	1.1	101.0	-1.3	1.2	-13.3	-2.2	-1.2
CCN(Cc1ccccc1)C(=S)Nc1cc(C(=O)OC)ccc1C(=O)OC	8.1	-1.4	-7.0	103.0	-1.4	3.2	19.1	-0.7	-4.9
CCC(C)(C)n1nnnc1C(c1ccc(C)cc1)N1CCN(C(=O)c2ccco2)CC1 (stereo not given)	21.3	-2.5	-1.8	95.0	-3.0	-1.8	-6.8	-1.0	-41.4
O=[N+]([O-])c1cccc(C2=NCCC(c3ccccc3)O2)c1 (stereo not given)	-13.9	-2.3	-3.2	108.0	-3.5	7.0	1.1	-7.1	10.4
Cc1noc2ncnc(Sc3ccc(Br)cc3)c12	2.5	6.0	-0.5	101.0	-2.0	-6.0	-27.4	-10.8	-1.1
Cc1ccc(CNC(=O)C2CCCN2C(=O)Nc2ccc(C)cc2)cc1 (stereo not given)	5.1	-4.0	1.4	65.0	-0.2	0.2	19.0	3.1	-15.6
CSc1nc(N2CCOCC2)c2c(c1C#N)CCCCC2	-5.6	-1.0	-2.0	102.0	-5.5	-1.8	2.9	-1.4	-6.9
NC(=O)CC(NC(=O)Cc1cccc2ccccc12)c1ccc(NCCN2CCCC2)c([N+](=O)[O-])c1 (stereo not given)	9.6	5.7	-2.7	99.0	-2.1	2.5	9.6	-3.0	6.3
O=C(O)CCCn1ccc2cc(S(=O)(=O)N3CCCC3)ccc21	9.8	0.4	-3.3	103.0	-4.2	-1.2	52.9	1.5	-17.9
COc1ccc(Cn2c(=N)c(C(=O)NCC3CCCO3)cc3c(=O)n4ccccc4nc32)cc1 (stereo not given)	7.7	-9.4	9.2*	102.0	-2.9	2.9	8.3	-12.5	3.4
NC(=O)C[n+]1cccc(/C=N/O)c1	14.7	8.8	-3.7	95.0	-3.6	6.0	28.1	2.1	3.5
COc1ccc(NC(=O)CCCNS(=O)(=O)c2cccs2)cc1	-0.3	-0.3	0.7	93.0	-2.8	0.8	35.2	-9.4	-8.7
O=C(c1ccco1)N1CCN(CCOc2ccccc2)CC1	7.2	-3.2	-2.2	104.0	-2.6	6.0	37.7	-9.4	-6.7
COc1ccc(-c2ccc(SCC(=O)N3c4ccccc4CC3C)nn2)cc1OC (stereo not given)	2.8	-15.9	0.5	122.0*	-4.4	0.7	10.6	11.8	-24.3
FC(F)(F)c1cccc(N2CCN(Cc3ccoc3)CC2)c1	-19.0	-6.4	-2.3	107.0	-1.3	0.6	-4.6	13.2	14.1
CCOc1ccccc1CNC(=O)CCn1ccc2cc(S(=O)(=O)N3CCCCC3)ccc21	1.1	-18.5	-3.0	101.0	-2.4	-0.9	18.1	-12.4	-42.3
O=C(NCCN1CCOCC1)c1cc([N+](=O)[O-])ccc1Cl	-1.4	18.5	-2.0	108.0	-3.3	-3.2	3.1	-0.7	-4.7
O=C(CSc1nnc(-c2cccnc2)n1-c1ccccc1)Nc1ccc2c(c1)OCO2	27.2	4.3	-4.2	89.0	-3.4	-29.4	-21.3	-1.8	-1.9
Cc1ccc(C)c(Nc2ccc3nonc3c2[N+](=O)[O-])c1	-1.6	-5.4	-4.0	105.0	-4.0	0.9	47.9	-3.7	-1.2

Among those listed so far, 7 have two or more sulfur atoms.
SMILES	UBC9 SUMO inh	HCV NS3 hel inh	VIM-2 inh	MEKK3 PB1 HTS	IMP-1 inhibitor	IDE act	PHOSPHO1 inh	p-CIP stab down	DNA FID counter
CC1(C)SC(=S)N(c2ccccc2)C1/[N+]([O-])=C/c1cccc([N+](=O)[O-])c1 (stereo not given)	12.1	-3.3	-2.7	101.0	-1.3	.	33.4	1.2	-3.1
C=CCNC(=O)CSc1nc2sc3c(c2c(=O)n1CCC)CCC3	4.6	-10.5	2.4	102.0	-1.4	-2.5	23.7	-2.7	-24.6
CC(C)C1Cc2c(sc3[nH]c(=S)n(Cc4ccccc4)c(=O)c23)CO1 (stereo not given)	4.9	-8.2	-4.9	.	-1.7	-4.7	23.3	4.5	-6.1
Cc1ccsc1S(=O)(=O)N1CCC(CO)(CC2CCCCO2)CC1 (stereo not given)	4.7	-0.1	-5.0	94.0	-3.1	3.9	34.5	8.0	-18.9
COc1ccc(C)cc1Nc1n[n+](-c2ccccc2)c(-c2ccc(SC)cc2)s1	3.6	-30.3	-4.9	105.0	-4.8	6.1	-18.6	-15.0	14.4
CCOC(=O)c1ccc(NC(=O)Cn2c(C)nc3c(sc(=S)n3CC)c2=O)cc1	2.2	-2.8	-1.1	100.0	-1.1	-1.7	11.9	0.8	2.5
COc1ccc(NC(=O)CCCNS(=O)(=O)c2cccs2)cc1	-0.3	-0.3	0.7	93.0	-2.8	0.8	35.2	-9.4	-8.7

Some of the compounds tested (hit frequency here may not be typical).
